All columns: NCI-60 one-dose screen, growth in % after 48 h at 10 µM unless noted; 100 = growth as untreated, 0 = no growth, -100 = all killed.
COLO 205 = COLO 205 colon cancer; 79,000 compounds, 7.3% hits
NCI-H460 = NCI-H460 lung cancer; 82,000 compounds, 6.8% hits
HT29 = HT29 colon cancer | 81,000 compounds, 7.4% hits
HCT-15 = HCT-15 colon cancer. 82,000 compounds, 5.2% hits
NCI-H322M = NCI-H322M lung cancer. 80,000 compounds, 2.7% hits. AID 1794733
NCI-H226 = NCI-H226 lung cancer; 79,000 compounds, 3.5% hits; AID 1794732
NCI-H522 = NCI-H522 lung cancer. 78,000 compounds, 8% hits. AID 1794739
NCI-H23 = NCI-H23 lung cancer. 80,000 compounds, 4% hits. AID 1794731
SW-620 = SW-620 colon cancer; 82,000 compounds, 5.2% hits; AID 1794795
Active calls of the source: *; nt = no result given; & = joins results of further samples. The calls were made as follows: active = growth percent below 10; inactive = the rest.

SMILES | COLO 205 | NCI-H460 | HT29 | HCT-15 | NCI-H322M | NCI-H226 | NCI-H522 | NCI-H23 | SW-620
O=c1[nH]c2ccc(Cl)cc2cc1CSc1ccc(Nc2nccc(-c3ccc4c(c3)OCO4)n2)cc1 | 130.2 | 104.9 | 114.9 | 94.1 | 111.7 | 116.8 | 106.5 | 94.1 | 106.2
C=C(CNCCc1ccc(O)cc1)[C@@H]1CC[C@]2(CO)CC[C@]3(C)[C@H](CC[C@@H]4[C@@]5(C)CCC(NCCc6ccc(O)cc6)C(C)(C)[C@@H]5CC[C@]43C)[C@@H]12 (stereo partly specified) | -91.1* | -79.4* | -87.7* | -86.9* | -90.6* | -61.0* | -73.1* | -78.2* | -74.1*
CCN(CC)c1ncnc2c1ncn2Cc1nnc2c3ccccc3c(Cl)nn12 | 115.9 | 86.9 | 107.2 | 78.2 | 72.5 | 86.8 | 85.9 | 89.1 | 99.1
CC1=CC2=NC(=O)C(c3ccccc3)C(=O)N2C=C1 (stereo unspecified) | 109.4&107.8 | 113.6&108.5 | 107.8&107.9 | 100.8&109.4 | 96.8&111.0 | 108.1&100.8 | 108.2&114.1 | 104.0 | 111.4&107.7
Cc1c(N2CCN(C)[C@@H](C)C2)ccc2c3c(c(=O)oc12)CN(C(=O)c1ccc(NS(C)(=O)=O)c(OC(F)(F)F)c1)CC3 | 50.4 | 43.8 | 34.4 | 39.0 | 79.4 | 94.9 | 86.8 | 65.9 | 41.2
CCOC(=O)c1sc(NCC(=O)Nc2ccccc2)c(C(=O)OCC)c1C | 107.1 | 101.7 | 98.3 | 99.7 | 98.6 | 104.0 | 89.6 | nt | 103.7
COc1ccc(-c2nc(N)nc(-c3nc(N)nc(-c4ccc(OC)cc4)c3-c3ccc(OC)cc3)c2-c2ccc(OC)cc2)cc1 | 111.0 | 89.3 | 94.6 | 83.3 | 88.7 | 90.0 | 75.5 | 89.6 | 97.3
CCOC(=O)Nc1ccc(C(=O)OCCN(CC)CC)cc1 | nt | 108.4 | 81.1 | 96.2 | 93.0 | 91.6 | 72.2 | 97.7 | 110.1
Cc1nn(-c2ccccc2)c2ncnc(NCCc3ccccc3)c12 | 103.6 | 106.2 | 74.9 | 82.4 | 104.1 | 104.2 | 82.3 | 105.3 | 104.7
COc1ccc(Nc2ncnc3onc(-c4ccccc4)c23)cc1OC | 106.8 | 101.8 | 83.5 | 92.7 | 99.4 | nt | 82.0 | 87.2 | 101.0
COc1ccc([C@@H]2c3[nH]c4ccccc4c3C[C@H]3C(=O)N(C4CCN(CC5CCCCC5)CC4)CC(=O)N23)c(OC)c1 | 51.2 | 82.5 | 1.5* | 56.5 | 90.3 | 74.1 | 85.2 | 93.3 | 80.1
COc1ccc(-c2nc3ccc(Cl)cc3c3c2c(=O)n(C)c(=O)n3C)cc1OC | 103.1 | 103.0 | 107.1 | 107.9 | 99.8 | 109.5 | 85.8 | 100.8 | 105.6
CCOC(=O)c1nc2c(Cl)cc(Cl)cn2c1C(=O)c1ccc(Br)cc1 | 104.9 | 71.3 | 84.4 | 92.4 | 97.2 | nt | 72.7 | 78.1 | 97.9
COC(=O)Nc1nc2ccc(C(=O)c3ccc(N(C)C4COC4)cc3)cc2[nH]1 | -38.8* | 3.3* | 0.9* | 12.4 | 48.3 | 67.2 | -31.5* | 30.5 | 28.5
COc1cc(-c2[nH]nc3c2C(c2cn[nH]c2-c2ccc(F)cc2)C(C#N)=C(N)O3)cc(OC)c1OC (stereo unspecified) | 112.4 | 117.4 | 101.3 | 103.9 | 97.3 | 98.8 | 89.6 | 97.8 | 109.5
COc1ccc(C(=O)C2CC2c2ccc(Cl)cc2)cc1 (stereo unspecified) | 106.2 | 94.2 | 103.5 | 97.9 | 82.7 | nt | 68.2 | 95.1 | 102.0
O=C(CCN1C(=O)/C(=C/c2ccc(O)cc2)SC1=S)Nc1ccc(Cl)cc1 | 120.0 | 101.6 | 107.8 | 91.2 | 82.6 | 97.8 | 19.9 | 91.3 | 101.5
CC1(C)OCC2OC3(C(=O)O)OC(C)(C)OC3C2O1 (stereo unspecified) | 106.2 | 109.9 | 107.9 | 99.6 | 93.0 | 105.9 | 84.6 | 102.4 | 109.4
CCCCCC(=O)OCC(COC(=O)CCCCC)OC(=O)CCCCC | 120.0 | 105.5 | 107.7 | 101.8 | 114.9 | 99.0 | 88.5 | 106.3 | 100.7
O=C1CCCN1C1CCN(Cc2cc3ccccc3[nH]c2=O)c2ccc(Cl)cc21 (stereo unspecified) | 100.5 | 84.0 | 91.4 | 73.4 | 76.2 | 75.7 | 77.6 | 88.1 | 99.9
CC1CC=C(C(=O)O)CC1 (stereo unspecified) | 113.1 | 109.7 | 103.0 | 110.5 | 128.0 | 92.5 | nt | 108.2 | 111.0
N#C/C(=C\c1ccc(N2CCCCC2)cc1)C(=O)Nc1sc2c(c1C#N)CCCC2 | 111.4 | 98.0 | 105.8 | 96.0 | 98.1 | 84.7 | 91.7 | 101.9 | 102.1
CC1(C)C(C(=O)O)N2C(=O)C[C@H]2S1(=O)=O (stereo partly specified) | 113.4 | 107.4 | 95.1 | 93.8 | nt | 96.0 | nt | 108.4 | 109.1
Cc1cccc(C)c1NC(=O)Cn1cc(CN2C(=O)c3ccccc3S2(=O)=O)nn1 | 108.9 | 110.6 | 98.9 | 103.8 | 95.2 | 108.5 | 97.1 | 93.5 | 99.6
CCCC(CC)N(c1ccc(OC)cc1)c1nc(-c2ccc(Br)cc2)cs1 (stereo unspecified) | 111.0 | 96.9 | 104.9 | 101.1 | 93.1 | 90.2 | 77.6 | 94.0 | 95.3
Nc1ccc(Sc2ccc(N)cc2S(=O)(=O)O)c(S(=O)(=O)O)c1 | nt | 95.1 | 97.3 | 98.4 | 100.8 | 92.4 | 85.9 | 93.3 | 111.3
CCOc1ccc(Nc2nnc(C(=O)c3c[nH]c4ccccc34)o2)cc1 | 94.7 | 56.8 | 109.7 | 64.9 | 86.7 | 85.6 | 79.2 | 82.9 | 101.6
CCCCCCCCCCCCCCCCOc1ccc(S(=O)(=O)NC2CCCCC2)cc1[N+](=O)[O-] | 113.8 | 113.5 | 101.0 | 99.4 | 100.2 | 106.6 | 99.2 | 111.3 | 110.3
N#CC1(c2ccc(Cl)cc2)CCCC1 | 110.3 | 103.1 | 98.0 | 92.2 | 101.2 | 99.8 | 99.5 | 98.2 | 100.9
Cc1cccc(N2C(=O)C3C(C2=O)C2(c4ccccc4)C(=O)C3(c3ccccc3)C(c3ccc4c(c3)OCO4)=C2c2ccc3c(c2)OCO3)c1 (stereo unspecified) | 97.7 | 102.2 | 87.3 | 70.6 | 85.9 | nt | 88.2 | 88.7 | 74.7

Grouped by structure, those above with bromine.
SMILES | COLO 205 | NCI-H460 | HT29 | HCT-15 | NCI-H322M | NCI-H226 | NCI-H522 | NCI-H23 | SW-620
CCOC(=O)c1nc2c(Cl)cc(Cl)cn2c1C(=O)c1ccc(Br)cc1 | 104.9 | 71.3 | 84.4 | 92.4 | 97.2 | nt | 72.7 | 78.1 | 97.9
CCCC(CC)N(c1ccc(OC)cc1)c1nc(-c2ccc(Br)cc2)cs1 (stereo unspecified) | 111.0 | 96.9 | 104.9 | 101.1 | 93.1 | 90.2 | 77.6 | 94.0 | 95.3

Later entries
SMILES | COLO 205 | NCI-H460 | HT29 | HCT-15 | NCI-H322M | NCI-H226 | NCI-H522 | NCI-H23 | SW-620
CC1(c2ccccc2)NC(=O)NC1=O (stereo unspecified) | 130.3 | 118.0 | 109.9 | 110.3 | 97.2 | 98.3 | 99.4 | 116.5 | 115.1
CN(C)/C(N)=N/N=C(c1ccccn1)c1ccccn1 | 94.6 | 99.8 | 113.4 | 103.7 | 99.1 | 95.8 | 94.2 | 87.8 | 100.1
Cc1c(C(=O)NCc2ccccc2)sc2ncc(-c3ccc(Br)cc3)n12 | 112.5 | 90.5 | 97.2 | 84.9 | 93.3 | 92.2 | 91.1 | 86.1 | 105.3
COc1cc(-c2c(C#N)c(N)nn2C(=O)c2ccc(NC(=O)c3ccccn3)cc2)ccc1O | 109.5 | 98.6 | 112.8 | 85.5 | 90.4 | 85.4 | 95.0 | 96.3 | 100.3
Cc1[nH]c(=S)[nH]c(=O)c1S(=O)(=O)Nc1ccc(Cl)cc1 | 110.5 | 99.3 | 106.4 | 95.1 | 93.4 | 59.4 | 84.6 | 85.3 | 100.2
O=C(CSc1nc2ccccc2c(=O)[nH]1)c1ccc(-c2ccccc2)cc1 | 108.9 | 90.4 | 96.8 | 88.3 | 94.1 | 84.4 | 82.7 | nt | 97.2
O=C(NCCN1CCOCC1)c1cncnc1Nc1ccc2c(ccn2Cc2cccc(F)c2)c1 | 118.1 | 105.6 | 101.4 | 103.5 | 91.2 | 102.0 | 89.6 | 105.3 | 104.9
CC1(C)N=C(N)NC(=NCCCOc2ccc([N+](=O)[O-])cc2)N1 | 119.1 | 105.4 | 100.2 | 101.8 | 89.4 | 96.4 | nt | 109.3 | 104.5
CC1=CC(=O)C2=C(C)CC[C@@H]3[C@H](OC(=O)[C@@H]3C)[C@@H]12 | 105.1 | 102.8 | 112.8 | 100.6 | 96.3 | 97.3 | 90.2 | 97.2 | 98.1
CC(C)C1(C2CCCC2)NC(=O)NC1=O (stereo unspecified) | 107.1&102.2 | 100.3 | 111.2&111.5 | 102.0&99.7 | 100.8&99.0 | 111.1&105.9 | 92.1&113.2 | 103.4&106.6 | 96.1
Oc1cccc2ccc(-c3n[nH]c(=S)o3)nc12 | 108.3 | 90.3 | 108.2 | 73.5 | 94.7 | 95.7 | 92.2 | 99.6 | 98.0
COc1cc(C2Nc3ccccc3-n3cccc32)cc(OC)c1OC (stereo unspecified) | 129.6 | 97.4 | 90.7 | 92.9 | nt | 88.8 | 61.0 | 103.4 | 91.1
C=C(C)[C@@H]1CC[C@]2(C(=O)OC)CC[C@]3(C)[C@H](CC[C@@H]4[C@@]5(C)C/C(=C/NC(N)=S)C(=O)C(C)(C)[C@@H]5CC[C@]43C)[C@@H]12 | 109.6 | 88.9 | 71.0 | 92.8 | 100.6 | 86.3 | 88.2 | 80.4 | 87.3
O=[N+]([O-])c1ccc(S(=O)(=O)c2ccccc2)cc1 | 122.8 | 113.6 | 107.8 | 98.2 | 97.1 | 101.6 | 84.5 | 107.9 | 126.9
O=C(NC1CCCCC1)c1ccccc1Cl | 108.0 | 111.2 | 106.3 | 104.1 | 98.8 | 93.2 | 95.9 | 102.9 | 106.0

In the list so far, 3 have a COOH group.
SMILES | COLO 205 | NCI-H460 | HT29 | HCT-15 | NCI-H322M | NCI-H226 | NCI-H522 | NCI-H23 | SW-620
CC1(C)OCC2OC3(C(=O)O)OC(C)(C)OC3C2O1 (stereo unspecified) | 106.2 | 109.9 | 107.9 | 99.6 | 93.0 | 105.9 | 84.6 | 102.4 | 109.4
CC1CC=C(C(=O)O)CC1 (stereo unspecified) | 113.1 | 109.7 | 103.0 | 110.5 | 128.0 | 92.5 | nt | 108.2 | 111.0
CC1(C)C(C(=O)O)N2C(=O)C[C@H]2S1(=O)=O (stereo partly specified) | 113.4 | 107.4 | 95.1 | 93.8 | nt | 96.0 | nt | 108.4 | 109.1

Carrying on.
SMILES | COLO 205 | NCI-H460 | HT29 | HCT-15 | NCI-H322M | NCI-H226 | NCI-H522 | NCI-H23 | SW-620
COc1ccc(-c2nn(C(=O)c3cc(OC)c(OC)c(OC)c3)c3cc(N)ccc23)cc1 | -60.3* | 9.1* | 0.1* | 4.7* | 53.4 | 28.9 | -12.6* | 34.1 | 31.6
COC(=O)C[C@H](Nc1nc(N)nc(N(C)Cc2ccccc2)c1C=O)C(=O)OC | 100.6 | 116.7 | 112.6 | 109.0 | 100.3 | 110.0 | 105.4 | 108.7 | 105.5
O=C(O)CCCCCCCCCCNC(=O)Nc1cccc(C(F)(F)F)c1 | 119.6 | 112.5 | 101.2 | 100.8 | 102.0 | 91.4 | 70.6 | 100.6 | 105.4
CCOC(=O)/C(=C/O)c1c[nH]c2ccccc12 | 110.0 | 98.8 | 107.7 | 107.0 | 97.8 | 91.0 | 100.7 | 93.0 | 95.9
CN(C)c1c(-c2ccccc2)cc(-c2ccccc2)[nH]c1=O | nt | 102.1 | 90.6 | 103.2 | 95.9 | 93.2 | 86.0 | 85.9 | 100.3
COc1ccc(-c2cc(-c3cc(OC)ccc3OC)nc(SCC(=O)c3ccc(Cl)cc3)c2C#N)cc1 | 91.3 | 92.2 | 81.5 | 105.9 | 91.9 | 84.2 | 62.5 | 83.0 | 100.6
Nc1cccc2cnccc12 | 110.6 | 103.1 | 107.1 | 111.5 | 100.2 | 105.9 | 89.7 | 99.3 | 98.2
Oc1ccc2ccccc2c1 | 106.6&103.1 | 96.4&115.9 | 112.6&95.7 | 98.8&103.8 | 100.1&89.9 | 85.1&110.0 | 130.3&91.4 | 92.6&99.2 | 89.2&117.8
O=C1NC(=O)C2C3C(C(O)(c4ccccc4)c4ccccn4)=CC(/C3=C(\c3ccccc3)c3ccccn3)C12 (stereo unspecified) | 105.8 | 102.9 | 94.9 | 100.5 | 117.3 | 98.2 | 81.8 | 102.0 | 104.3
CC(=O)Oc1ccc(C23c4ccccc4C2(OC(C)=O)c2cc(OC(C)=O)ccc23)cc1 (stereo unspecified) | 95.5 | 88.7 | 111.1 | 65.8 | 106.8 | 140.1 | nt | 96.2 | 80.3
Nc1ccc(Nc2ccc([N+](=O)[O-])c3nonc23)cc1 | 109.4 | 105.1 | 102.7 | 94.7 | 102.7 | 95.2 | 87.1 | 103.6 | 107.5
COc1cc2nc(Nc3cccc(Cl)c3)nc(N)c2cc1OC | -60.1* | 66.9 | 6.7* | 6.4* | 89.7 | 90.3 | 101.5 | 88.2 | 83.6
COc1ccc(C2CC(=O)Nc3nc(N)sc32)cc1 (stereo unspecified) | 104.7 | 96.6 | 104.3 | 102.8 | 97.9 | 96.3 | 96.4 | 101.5 | 98.7

Screening data as filed in PubChem.
